Assay outcomes (PubChem)
GPR55 LPI antagonism: GPR55 antagonists blocking LPI-driven arrestin recruitment, primary screen, imaging, U2OS, beta-arrestin-GFP, LPI agonist (AID 2013); U2OS GPR55 beta-arrestin-GFP translocation imaging, LPI antagonism; higher % means a stronger effect; one-dose inhibition, % at 10 µM; IC50 in µM for titrated hits; 0.13% of 290,000 active; G-protein coupled receptor 55 (Homo sapiens);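 active = spots per cell inhibited over 60%, with over 100 cells counted and total cytoplasm intensity under 500,000; inconclusive = wells with under 100 cells, flagged as likely toxic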;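 also: U2OS cells stably carrying GPR55 and arrestin-GFP stimulated by 5 µM LPI near EC80; imaged beta-arrestin-GFP aggregate spots per cell after agonist stimulation; plate controls were LPI-stimulated DMSO wells for no effect and DMSO wells without LPI for full effect; some results filed as inactive read as strong as hits; confirmed hits need IC50 under 10 µM and bright autofluorescent wells are also inconclusive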
NTR1 agonist: agonists of NTR1, primary screen, imaging, U2OS cells, beta-arrestin-GFP, high content (AID 493036) | activation, % at 20 µM | 0.17% of 330,000 active | NTR1-U2OS beta-arrestin-GFP spot imaging, agonist mode;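 active = activation at or above 40% of the spot to cytoplasm intensity ratio, with at least 20 cells analyzed; inconclusive = wells under 20 cells, flagged as cytotoxic or low count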;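 also: 0% = DMSO without peptide and 100% = 100 nM NTR1 peptide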
Target sequence (P30989 whole entry, looked up): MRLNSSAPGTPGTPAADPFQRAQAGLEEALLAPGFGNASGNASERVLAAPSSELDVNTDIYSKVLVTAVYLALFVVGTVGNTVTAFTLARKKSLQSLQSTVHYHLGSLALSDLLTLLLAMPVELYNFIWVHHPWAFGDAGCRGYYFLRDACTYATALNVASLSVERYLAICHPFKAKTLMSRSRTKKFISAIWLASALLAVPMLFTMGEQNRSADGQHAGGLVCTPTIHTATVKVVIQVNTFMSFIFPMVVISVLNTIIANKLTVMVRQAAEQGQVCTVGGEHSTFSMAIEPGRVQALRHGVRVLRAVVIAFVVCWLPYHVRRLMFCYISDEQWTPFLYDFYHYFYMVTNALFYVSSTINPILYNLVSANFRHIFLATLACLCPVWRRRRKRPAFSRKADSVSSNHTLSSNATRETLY
GPR35 arrestin U2OS: GPR35 antagonists blocking zaprinast-driven arrestin recruitment, primary screen, imaging, U2OS, beta-arrestin-GFP, zaprinast agonist (AID 2058); 0.052% of 290,000 active; G-protein coupled receptor 35 (Homo sapiens); U2OS GPR35 beta-arrestin-GFP translocation imaging, zaprinast antagonism; higher % means a stronger effect; inhibition, % at 10 µM, or IC50 in µM where a hit was titrated;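 active = inhibition of at least 50% with at least 30 cells and total cytoplasm GFP at most 10,000,000; inconclusive = under 30 cells or total GFP of 10,000,000 plus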
West Nile antiviral: West Nile virus antiviral activity, cell-based, CPE readout (AID 1621). West Nile virus-infected cells, CPE inhibition; higher % means a stronger effect. one-dose CPE inhibition, % at 10 µM; IC50 in µM for titrated hits. 0.02% of 290,000 active; in the data active = a potency from the dose series; inconclusive = CPE inhibition mostly from about 3.7% at the one dose, without a potency; inactive = the rest, 99 in 100 with CPE inhibition below about 2.2%; also: strong numbers were not always called active
PhoP inhibition: inhibitors of PhoP regulon expression, primary screen, Salmonella Typhimurium, GFP reporter (AID 1863) | S. Typhimurium PhoP-regulated promoter GFP reporter, 4 h; higher % means a stronger effect | inhibition, % at 50 µM, or IC50 in µM where a hit was titrated | 0.16% of 300,000 active;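 active = inhibition over 29.93%, a cutoff 3 SD above the screen mean, later confirmed by dose response; inconclusive = inhibition over 29.93% but no dose response follow-up; inactive = inhibition at most 29.93% or unconfirmed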;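 also: 0% = low Mg2+ inducing control and 100% = high Mg2+ repressing control; strong numbers were not always called active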
T cell modulator: modulators of CD8 T cell-vesicle binding, primary screen, mouse 2C CD8+ T cells, flow cytometry. 2C CD8+ T cell-vesicle binding; active compounds read low. calls only at 7 µM. 0.068% of 330,000 active. AID 2052, 2009;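 active = response, share of CD8 T cells binding vesicles, and their 90th percentile fluorescence all below set limits, cut at about 80% in these data, passing the limit was not always enough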
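Material: murine 2C transgenic CD8+ T lymphocytes / Also added: QL9-peptide-loaded Drosophila micro-vesicles bearing Ld, ICAM-1 and B7-1 / Schedule: binding step 1.5 h, 37 °C, antibody labelling 20 min, ice / Signal: flow cytometry, PE anti-B7-1 (FL2) versus Alexa647 anti-CD8 (FL8), PFA-fixed / Evaluation: percent CD8+ FL2 mean versus row control / Benchmarks: naked versus QL9-loaded vesicles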
KOR beta-arrestin-1: KOR antagonists, beta-arrestin recruitment, cell-based, luminescence, uHTS (AID 1778); 0.091% of 290,000 active; Kappa-type opioid receptor (Homo sapiens); KOR beta-arrestin recruitment, luminescence, antagonist mode; higher % means a stronger effect; inhibition, % at 10 µM; hits with a dose series show IC50 in µM; in the data active = inhibition above about 50%; also: strong numbers were not always called active
KOR beta-arrestin-2: KOR agonists, beta-arrestin recruitment, primary screen, cell-based, luminescence, uHTS (AID 1777). activation, % at 10 µM; hits with a dose series show EC50 in µM. KOR beta-arrestin recruitment, luminescence; higher % means a stronger effect. Kappa-type opioid receptor (Homo sapiens). 0.02% of 280,000 active; in the data active = activation above about 50%, passing the limit was not always enough; also: a part of the inactive calls stands beside numbers as strong as those of hits
GPR55 beta-arrestin: GPR55 agonists via beta-arrestin recruitment, primary screen, imaging, U2OS cells, beta-arrestin-GFP redistribution (AID 1961); U2OS GPR55 beta-arrestin-GFP redistribution imaging; higher % means a stronger effect; activation, % at 10 µM, or EC50 in µM where a hit was titrated; 0.048% of 290,000 active;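 active = activation above 40% with more than 50 cells counted in the well; inconclusive = wells holding fewer than 50 cells, flagged as toxic or sparse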;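 also: U2OS osteosarcoma cells stably expressing GPR55 and beta-arrestin-GFP; plate controls were DMSO negative control for no effect and LPI positive control for full effect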
T cell modulator vesicle-bound %: recorded beside T cell modulator, whose call it bears; double positive events, %; measured here: CD8+ vesicle-bound cell fraction;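 binding gate set so that unloaded-vesicle control wells show 10% double positive cells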
NTR1 agonist cell count 20 µM: further read-out of NTR1 agonist, marked with its call; cell count; measured here: cell count, cytotoxicity flag
Starred values were filed as active, the others as inactive; i = inactive; ? = inconclusive; . = no result given; [ ] = remark or other dose.

canonical_smiles	GPR55 LPI antagonism	NTR1 agonist	NTR1 agonist cell count 20 µM	GPR35 arrestin U2OS	West Nile antiviral	PhoP inhibition	T cell modulator	T cell modulator vesicle-bound %	KOR beta-arrestin-1	KOR beta-arrestin-2	GPR55 beta-arrestin
O=[N+]([O-])c1ccc(OCC2CC(c3ccccc3)=NO2)cc1 (centres undefined)	1%	-0.1	73	-8%	0.2%	-7%	i	30	23%	4.7%	-0.1%
COc1ccc(CN=Cc2c(O)[nH]c3ccccc23)cc1	1%	-0.7	48	-3%	-0.5%	7%	i	34	18%	0.2%	-0.1%
COc1cccc(NC(=O)N2C3CCCC2CC(NC(=O)C2CC2)C3)c1 (centres undefined)	3%	-1.5	58	24%	-0.3%	8%	i	41	12%	-5.0%	0.2%
Cc1nc(NNC(=O)c2ccc([N+](=O)[O-])cc2)cc(-c2ccccc2)n1	-4%	-1.6	70	-8%	.	3%	i	10	3%	0.1%	0.0%
N#CC1=C(N)Oc2cc(N)ccc2C1c1ccccc1F (centres undefined)	-19%	-0.5	65	-16%	?	9%	i	19	28%	-4.9%	0.2%
COc1cccc(/C=C2\SC(=S)N(C(C)C(=O)NC3C=CS(=O)(=O)C3)C2=O)c1 (centres undefined)	3%	1.0	81	0%	1.6%	-9%	i	9	-2%	-2.9%	-0.1%
O=C(NCC1CCN(Cc2ccccc2F)CC1)Nc1cccc(Br)c1	13%	0.5	45	-8%	0.4%	5%	i	8	10%	1.3%	-0.1%
Cc1cc(C)c2cc(C(=O)N3CCC(Cc4ccccc4)CC3)[nH]c2c1	11%	5.6	57	8%	-0.3%	-5%	i	34	5%	2.2%	0.6%
CC(=O)Nc1ccc(NC(C)=O)c(NC2OCC(O)C(O)C2O)c1 (centres undefined)	-6%	2.1	60	6%	0.3%	-4%	i	59	0%	2.6%	0.5%
CCOc1ccc(NC(=O)C(C)Sc2nnc(C)n2C)cc1 (centres undefined)	3%	-0.8	59	10%	0.0%	7%	i	28	-10%	-0.9%	0.2%
Cc1ccc(-c2cc3nc(C)cc(NCc4ccco4)n3n2)cc1	7%	4.6	58	7%	-0.1%	-2%	i	8	10%	-4.9%	-0.2%
COc1cc(/C=N/NC(=O)c2ccccn2)ccc1OC(=O)c1ccc(Br)cc1	-5%	3.6	91	-2%	-0.2%	-3%	i	20	-9%	3.2%	-0.2%
Cc1cc(C)c[n+](CC(=O)c2ccccc2)c1	-3%	1.3	66	6%	-0.7%	0%	i	55	20%[20 µM]	-1.5%	-0.1%
O=C(COC(=O)/C=C/c1ccccc1Cl)NCc1ccco1	13%	0.4	62	2%	-0.3%	-7%	i	36	9%	-0.6%	-1.1%
CN(CC(=O)N1CCN(c2ccccn2)CC1)S(=O)(=O)c1ccc(Br)cc1	7%	-0.8	45	-15%	0.3%	1%	i	31	9%	-0.9%	0.2%
N#CCC(=O)N/N=C/c1cn(Cc2ccc3ccccc3c2)c2ccccc12	2%	0.2	44	4%	0.0%	-13%	i	36	8%	3.1%	-0.2%
NC(=O)NC(=O)CSc1nc2sc(-c3ccccc3)cc2c(=O)n1-c1ccccc1	-3%	1.7	43	-7%	3.1%	3%	i	6	-29%	-2.7%	0.4%
Cc1ccc(NC(=O)c2ccc(S(=O)(=O)NCC3CCCO3)cc2)cc1C (centres undefined)	3%	-2.3	44	14%	-1.4%	-2%	i	21	-1%	2.3%	-0.2%
CC1CCCCN1C(=O)c1ccc(C(=O)N2CCCCC2C)cc1 (centres undefined)	12%	0.7	69	7%	-0.2%	2%	i	16	-9%	-3.6%	-0.2%
Cc1nc(C)n(C(C)CNS(=O)(=O)c2ccc(C)c(C)c2)n1 (centres undefined)	-3%	1.2	64	13%	-0.1%	7%	i	26	2%	-2.8%	0.0%
NS(=O)(=O)c1ccc(CCNC(=O)Cc2ccc(Cl)cc2)cc1	29%	-0.3	58	0%	0.0%	-5%	i	19	-29%[20 µM]	0.2%	-0.2%
Cc1cc(N2CCCN(C)CC2)nc2cc(Cl)ccc12	-3%	-1.6	80	-8%	3.3%	13%	i	17	-36%	1.0%	-0.2%
CCCn1c(SCC(=O)NCc2ccccc2)n[nH]c1=O	10%	-1.2	71	2%	0.1%	3%	i	44	18%	-1.0%	0.4%
Cc1ccc(C(=O)Nc2cc(Cl)ccc2N2CCCCC2)s1	-7%	2.7	47	10%	-0.3%	23%	i	44	5%	-2.5%	0.2%
O=C(O)CCN1C(=O)c2ccccc2Sc2ncccc21	12%	0.4	78	5%	0.3%	-1%	i	52	0%	0.0%	0.2%
COc1ccc(/C(N)=N/OC(=O)CSc2ccc(C)cc2)cc1	12%	3.7	78	0%	-0.3%	-4%	i	32	15%	-6.9%	-0.1%
CN(CC(=O)Nc1ccc(F)cc1[N+](=O)[O-])Cc1ccccc1	-12%	0.9	30	-9%	-0.5%	-5%	i	6	-29%	2.7%	1.0%
CCCCCOC(=O)C1=C(C)NC(=O)NC1c1ccccc1 (centres undefined)	7%	0.0	67	-6%	-0.9%	-6%	i	62	-46%[20 µM]	-1.9%	0.6%
COc1ccc(OC)c(S(=O)(=O)N2CCC(C(=O)NCc3ccc4c(c3)OCO4)CC2)c1	10%	-0.2	68	6%	-0.3%	2%	i	20	14%	-4.1%	0.3%
N#CC1=C(N)Oc2cc(O)c(Cl)cc2C1c1ccccc1F (centres undefined)	1%	-0.6	82	-5%	-0.1%	-15%	i	12	11%	-2.4%	0.4%
CSCC[C@H](NC(=O)COc1ccc(Cl)cc1)c1nc2ccccc2[nH]1	27%	0.6	62	-8%	-0.3%	22%	i	63	9%	-0.7%	-0.1%
C[N+](C)(C)CC(=O)N1CCN(c2ccc3ccccc3n2)CC1	-5%	-1.3	87	4%	0.6%	-1%	i	37	-7%	0.6%	1.2%
COc1ccc(S(=O)(=O)N2CCOC2CNC(=O)C(=O)NCCc2c[nH]c3ccccc23)cc1C (centres undefined)	14%	0.4	108	-11%	0.2%	-2%	i	15	-19%	-0.2%	-0.3%
CC1(C)CC(=O)C2=C(C1)N=C1SCCC(=O)N1C2c1ccc(C(F)(F)F)cc1 (centres undefined)	12%	0.9	67	-17%	-0.3%	-2%	i	48	6%	9.6%	-0.1%
CCCC(=O)c1cc(F)c(N2CCN(S(=O)(=O)c3ccccc3)CC2)cc1C	8%	1.3	35	2%	-0.5%	8%	i	9	12%	-0.7%	-0.1%
CCOc1ccc(C(=O)NCC(=O)OCC(=O)N2CCCCC2)cc1	3%	-3.2	85	19%	0.1%	3%	i	45	-18%	-7.1%	-0.1%
Cc1ccc(CSc2nnc([C@@H]3CCCN3)o2)cc1	16%	-0.6	100	15%	-0.1%	16%	i	52	-3%	1.8%	0.3%
COc1cccc(-c2nnc(SCC(=O)OC(C)C)n2N)c1	5%	-1.0	56	11%	0.2%	11%	i	45	4%	-6.6%	-0.2%
CN(C)C(=S)c1ccc2ccccc2n1	21%	11	104	23%	0.6%	1%	i	25	-16%	1.4%	-0.1%
CCC(=O)n1nc(-c2ccco2)nc1N	1%	-0.9	34	9%	0.3%	-6%	i	18	-2%	-2.0%	-0.3%
Cc1nc(Cl)sc1C(=O)Nc1ccc(C(F)(F)F)cc1	-9%	-0.1	60	-4%	0.1%	5%	i	54	-34%[20 µM]	-2.7%	-0.3%
COc1ccc(NC(=O)c2ccc(-n3c(C)ccc3C)cc2)c(OC)c1	-8%	0.2	48	4%	-0.4%	-1%	i	38	-32%	1.9%	-0.1%
Cc1noc(C)c1COc1ccc(C(=O)OCC(=O)N2CC3(C)CC2CC(C)(C)C3)cc1 (centres undefined)	3%	2.8	86	-5%	0.7%	20%	i	50	24%	-4.4%	0.0%
Cc1ccc(C)c(NC(=O)CCC(=O)NNC(=O)C(c2ccccc2)c2ccccc2)c1	8%	2.7	66	-7%	-0.3%	6%	i	37	-11%	2.7%	-0.1%
CCC(C)c1ccc(NC(=S)NC2CCN(Cc3ccccc3)CC2)cc1 (centres undefined)	1%	6.7	42	2%	-0.2%	6%	i	40	15%	-1.1%	0.1%
CC(=O)NC(CC(=O)N1CCCC1)c1ccccc1 (centres undefined)	-13%	-0.1	67	2%	0.4%	-6%	i	20	-53%	2.9%	-0.1%
Clc1ccc2nc(CSc3nncn3-c3ccccc3)cn2c1	11%	-0.3	54	-7%	-0.8%	-3%	i	27	20%	-4.7%	-0.1%
